Cav32 inh: human Cav3.2 channel inhibition, primary screen. B-score at 10 µM. actives 4% (n = 100,000). Cav3.2-expressing cells, Fluo-4 calcium fluorescence FDSS; active compounds read low. O95180;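 active = single-dose well whose peak fluorescence ratio is a statistical outlier from its plate by either plate-standardised score or position-corrected B-score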
Target sequence (O95180 whole entry, looked up): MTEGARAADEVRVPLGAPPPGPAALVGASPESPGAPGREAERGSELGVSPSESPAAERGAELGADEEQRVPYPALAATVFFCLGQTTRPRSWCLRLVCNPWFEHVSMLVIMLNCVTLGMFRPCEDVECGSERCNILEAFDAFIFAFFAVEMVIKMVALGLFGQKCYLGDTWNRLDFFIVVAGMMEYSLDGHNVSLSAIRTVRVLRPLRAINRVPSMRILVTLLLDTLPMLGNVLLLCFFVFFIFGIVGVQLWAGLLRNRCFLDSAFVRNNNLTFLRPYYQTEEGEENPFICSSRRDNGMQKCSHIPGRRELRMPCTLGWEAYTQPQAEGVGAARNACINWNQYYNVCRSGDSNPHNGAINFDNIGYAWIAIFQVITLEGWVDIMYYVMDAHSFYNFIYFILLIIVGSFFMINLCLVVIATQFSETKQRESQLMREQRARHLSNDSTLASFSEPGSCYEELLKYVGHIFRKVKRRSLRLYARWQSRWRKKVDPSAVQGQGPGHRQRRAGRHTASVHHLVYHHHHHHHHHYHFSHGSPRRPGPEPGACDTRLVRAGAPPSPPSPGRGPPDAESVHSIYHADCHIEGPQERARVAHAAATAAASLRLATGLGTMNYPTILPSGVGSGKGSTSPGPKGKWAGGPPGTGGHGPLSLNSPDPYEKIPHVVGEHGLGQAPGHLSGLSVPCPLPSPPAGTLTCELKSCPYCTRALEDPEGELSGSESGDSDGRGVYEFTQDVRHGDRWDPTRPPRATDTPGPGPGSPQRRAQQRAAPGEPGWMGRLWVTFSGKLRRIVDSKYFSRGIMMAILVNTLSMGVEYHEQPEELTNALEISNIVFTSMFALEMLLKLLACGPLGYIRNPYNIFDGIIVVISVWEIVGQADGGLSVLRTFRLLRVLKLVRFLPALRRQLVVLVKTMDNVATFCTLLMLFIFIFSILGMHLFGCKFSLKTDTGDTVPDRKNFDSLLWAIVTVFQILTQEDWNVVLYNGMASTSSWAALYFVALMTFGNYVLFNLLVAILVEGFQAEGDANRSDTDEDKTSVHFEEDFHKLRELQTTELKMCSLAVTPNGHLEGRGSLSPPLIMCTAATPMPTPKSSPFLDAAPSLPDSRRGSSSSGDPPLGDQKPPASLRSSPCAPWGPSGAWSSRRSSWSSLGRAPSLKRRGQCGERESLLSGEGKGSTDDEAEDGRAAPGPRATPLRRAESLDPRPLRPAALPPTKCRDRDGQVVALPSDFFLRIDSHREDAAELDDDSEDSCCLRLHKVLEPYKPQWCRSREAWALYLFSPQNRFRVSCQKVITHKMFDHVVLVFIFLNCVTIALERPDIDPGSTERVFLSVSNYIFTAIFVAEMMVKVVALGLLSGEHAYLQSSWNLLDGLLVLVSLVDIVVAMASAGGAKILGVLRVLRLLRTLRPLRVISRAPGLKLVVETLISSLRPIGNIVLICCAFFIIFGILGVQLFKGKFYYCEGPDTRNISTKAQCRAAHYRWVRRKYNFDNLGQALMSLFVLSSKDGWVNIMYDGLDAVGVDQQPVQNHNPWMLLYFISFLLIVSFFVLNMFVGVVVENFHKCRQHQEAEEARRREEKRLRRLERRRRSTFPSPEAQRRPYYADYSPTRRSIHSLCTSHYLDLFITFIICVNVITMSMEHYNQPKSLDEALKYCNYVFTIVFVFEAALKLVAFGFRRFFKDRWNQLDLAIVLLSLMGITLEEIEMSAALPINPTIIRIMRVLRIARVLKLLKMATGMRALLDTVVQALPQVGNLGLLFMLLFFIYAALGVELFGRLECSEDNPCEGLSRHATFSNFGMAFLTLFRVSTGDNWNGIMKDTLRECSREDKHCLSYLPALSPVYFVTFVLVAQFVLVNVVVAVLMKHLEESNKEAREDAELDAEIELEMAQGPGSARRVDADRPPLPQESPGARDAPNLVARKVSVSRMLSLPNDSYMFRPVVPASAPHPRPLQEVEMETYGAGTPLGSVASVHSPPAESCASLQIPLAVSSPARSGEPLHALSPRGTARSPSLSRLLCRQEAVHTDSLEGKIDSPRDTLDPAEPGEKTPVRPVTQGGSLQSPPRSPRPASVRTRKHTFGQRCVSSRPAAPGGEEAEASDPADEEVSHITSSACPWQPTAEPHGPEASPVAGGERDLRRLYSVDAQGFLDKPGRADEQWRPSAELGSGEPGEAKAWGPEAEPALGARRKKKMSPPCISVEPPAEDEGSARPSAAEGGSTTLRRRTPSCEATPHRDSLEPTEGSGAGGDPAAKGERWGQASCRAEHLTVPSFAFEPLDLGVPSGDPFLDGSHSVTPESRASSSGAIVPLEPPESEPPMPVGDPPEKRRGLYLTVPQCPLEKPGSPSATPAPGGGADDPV
* = called active by the depositor.

Results for CCCCNC(=O)COC(=O)c1cc(S(=O)(=O)N2CCCCCC2)ccc1OC ?
Cav32 inh: 0.375

How did COc1ccc(Oc2nccc(OC)c2C#N)cc1 do in these assays?
Cav32 inh: 0.366

What do the screens show for `Cn1c(SCCS(=O)(=O)c2ccc(Cl)cc2)nnc1-c1ccccc1`?
Cav32 inh: -0.514

How did Oc1ccccc1-c1nc(NCCN2CCOCC2)c2ccccc2n1 do in these assays?
Cav32 inh: 1.51

How did COC(=O)c1ccc(CSc2ccc3nnc(-c4ccccc4)n3n2)o1 do in these assays?
Cav32 inh: 1.64

How did COC(=O)c1sc2ccccc2c1-n1cccc1C(=O)C(=O)Nc1ccc(C)cc1 do in these assays?
Cav32 inh: -3.82

Results for CCOC(=O)c1c(C)[nH]c(C(=O)COC(=O)c2[nH]c(C)c(C(C)=O)c2C)c1C ?
Cav32 inh: 0.989

How did O=C(NCc1ccco1)C1(c2ccc(Br)cc2)CCCC1 do in these assays?
Cav32 inh: -2

How did Cc1ccc(S(=O)(=O)Nc2ccnc3ccccc23)cc1 do in these assays?
Cav32 inh: -0.243

What do the screens show for `CCCCCC1CC(CC(=O)Nc2nncs2)C(=O)O1` (stereo unspecified)?
Cav32 inh: -0.356

Results for Nc1nnc(SCC(=O)NC2CCCCC2)n1-c1ccccc1 ?
Cav32 inh: 0.0862

Results for S=c1[nH]nc(C2CCCCC2)n1/N=C/c1ccc(Br)s1 ?
Cav32 inh: 0.869

How did CCC(=O)N1CCCc2cc(S(=O)(=O)N3CCCc4ccccc43)ccc21 do in these assays?
Cav32 inh: -1.35

What do the screens show for `CCCOc1ccccc1NC(=O)CC1Nc2ccccc2NC1=O` (stereo unspecified)?
Cav32 inh: -1.38

Results for CN1C(C(=O)NCCc2cccs2)CC2Cn3c(nc4cc(Cl)c(Cl)cc43)C21 (stereo unspecified) ?
Cav32 inh: 0.0772

What do the screens show for `CCCCc1nn(-c2cc(Cl)ccc2OC)c2c1C(=O)CC(C)(C)C2`?
Cav32 inh: -3.2

What do the screens show for `O=C(NCC(=O)N(Cc1cccs1)C(C(=O)NC1CCCC1)c1cccnc1)c1ccco1` (stereo unspecified)?
Cav32 inh: -1.6

Results for Cc1cc(NC(=O)CCCC(=O)N(CC(=O)NCCc2ccccc2)Cc2ccc(F)cc2)no1 ?
Cav32 inh: 0.00598

What do the screens show for `O=C(NCCc1ccccc1)c1cnc2ccccn2c1=O`?
Cav32 inh: 1.07

What do the screens show for `O=C(C1CCCO1)N1CCN(Cc2c(O)ccc3ccccc23)CC1` (stereo unspecified)?
Cav32 inh: -0.0255

Results for CCOc1ccc(N(CC(=O)NC2CCCCC2)S(=O)(=O)c2c(C)noc2C)cc1 ?
Cav32 inh: -2.46

Results for CCCc1nnc(NC(=O)CNc2ccc(F)cc2)s1 ?
Cav32 inh: -2.69

Results for O=C(Cc1cn2ccsc2n1)Nc1nc2c(s1)CN(Cc1ccccc1)CC2 ?
Cav32 inh: 0.0361

How did COc1cccc(C(=O)N2CCN(S(=O)(=O)Cc3ccccc3)CC2)c1OC do in these assays?
Cav32 inh: -0.267

What do the screens show for `O=S(=O)(NC1CC1)c1ccc(S(=O)(=O)N(Cc2ccccn2)C2CCCC2)cc1`?
Cav32 inh: -0.961

Results for CCCNC(=O)NS(=O)(=O)c1ccc(Cl)cc1 ?
Cav32 inh: -4.05

Results for CCCn1c(SCC(=O)Nc2ccc3c(c2)OCO3)nc2c1c(=O)n(C)c(=O)n2C ?
Cav32 inh: 2.62

What do the screens show for `Cc1ccccc1N1CCN(CCCOc2ccc3c(C)cc(=O)oc3c2)CC1`?
Cav32 inh: -1.01

What do the screens show for `O=C(Cc1ccc(F)cc1)NC1CCCC1`?
Cav32 inh: 0.196

What do the screens show for `COc1ccc(OC)c(Nc2cc(C)nc3nc(C)nn23)c1`?
Cav32 inh: -0.555

Taken from the entries so far for reference:
How did COc1cccc(C(=O)N2CCN(S(=O)(=O)Cc3ccccc3)CC2)c1OC do in these assays?
Cav32 inh: -0.267

What do the screens show for `O=S(=O)(NC1CC1)c1ccc(S(=O)(=O)N(Cc2ccccn2)C2CCCC2)cc1`?
Cav32 inh: -0.961

Results for CCCNC(=O)NS(=O)(=O)c1ccc(Cl)cc1 ?
Cav32 inh: -4.05

Results for CCCn1c(SCC(=O)Nc2ccc3c(c2)OCO3)nc2c1c(=O)n(C)c(=O)n2C ?
Cav32 inh: 2.62

What do the screens show for `Cc1ccccc1N1CCN(CCCOc2ccc3c(C)cc(=O)oc3c2)CC1`?
Cav32 inh: -1.01

What do the screens show for `O=C(Cc1ccc(F)cc1)NC1CCCC1`?
Cav32 inh: 0.196

What do the screens show for `COc1ccc(OC)c(Nc2cc(C)nc3nc(C)nn23)c1`?
Cav32 inh: -0.555

Next part.
Results for C=CCSC1=C(C#N)C(c2cccc(OC)c2)CC(=O)N1 (stereo unspecified) ?
Cav32 inh: 0.44

How did O=C(Nc1ccc2nc(-c3ccco3)c(-c3ccco3)nc2c1)NC1CC1 do in these assays?
Cav32 inh: -0.266

How did O=C(CCCN1C(=O)C2C3C=CC(C3)C2C1=O)N1CCN(c2ccccc2)CC1 (stereo unspecified) do in these assays?
Cav32 inh: -0.04

What do the screens show for `CCc1cc2c(=O)c(-c3nc4ccccc4n3C)c(C)oc2c(CN2CCOCC2)c1O`?
Cav32 inh: 2.76

How did CCCNC(=O)c1ccc2snnc2c1 do in these assays?
Cav32 inh: -0.125

Results for COc1cc(/C=C/C(=O)NCc2cccnc2)cc(OC)c1OC ?
Cav32 inh: 0.0398

Results for NCCCCCc1nnc(SCC(=O)c2ccc(Cl)cc2)o1 ?
Cav32 inh: -0.0178

How did CSc1ncccc1C(=O)OCC(=O)N(CC(C)C)C1CCS(=O)(=O)C1 (stereo unspecified) do in these assays?
Cav32 inh: 0.0209

Results for CCCCNC(=O)Nc1c(C(=O)OCC)[nH]c2ccccc12 ?
Cav32 inh: 0.508

What do the screens show for `CCOC(=O)N1CCC(NC(=O)c2cc(S(=O)(=O)N(CC)CC)ccc2F)CC1`?
Cav32 inh: 0.887

Results for Cn1c2ccccc2c2cnn(CC(=O)O)c(=O)c21 ?
Cav32 inh: 0.057

How did CCC(=O)OC1(C)C(=O)C=C2C=C(c3ccc(C#N)cc3)OC=C2C1=O (stereo unspecified) do in these assays?
Cav32 inh: -0.00749

How did c1ccc(-c2noc(-c3ccc4c(c3)OCO4)n2)nc1 do in these assays?
Cav32 inh: 0.152

Results for CC(NC(=O)CSc1nc2ccccc2c(=O)n1CCCO)c1ccccc1 (stereo unspecified) ?
Cav32 inh: -1.23

Results for NNc1nnc(-c2ccccc2)c(-c2ccccc2)n1 ?
Cav32 inh: 0.244

What do the screens show for `COc1ccc(CC(=O)N(Cc2cc3cc(OC)ccc3[nH]c2=O)C(C)C)cc1`?
Cav32 inh: 1.15

Results for C#CCOCCOCCOCCNc1nc(N2CCN(C(=O)[C@H](CCC(=O)O)n3cc(C(N)CO)nn3)CC2)nc(N2CCN(C(=O)[C@H](Cc3ccc(O)cc3)n3cc(C(N)[C@H](C)CC)nn3)CC2)n1 (stereo partly specified) ?
Cav32 inh: -0.353

What do the screens show for `COc1ccc(NC(=O)CSc2ccc(C)cc2)cc1`?
Cav32 inh: -1.32

How did Cc1nc(CS(=O)(=O)c2ccc(Cl)cc2)cc(Sc2ccc(Cl)cc2)n1 do in these assays?
Cav32 inh: -5.32*

What do the screens show for `CCCCC(=O)Nc1cc(C(=O)NCCc2ccccc2)ccc1Cl`?
Cav32 inh: 0.615

Results for CCc1ccccc1NC(=O)c1cc(C2CC2)on1 ?
Cav32 inh: 0.00447

Results for CN(CC(=O)O)Cc1nc2ccccc2[nH]1 ?
Cav32 inh: 0.749

Results for CCCCn1c(CCC(=O)O)ccc1-c1cccs1 ?
Cav32 inh: -0.659

How did O=C(C1CC1)N1CCc2cc(Br)cc(S(=O)(=O)NC3CCCCC3)c21 do in these assays?
Cav32 inh: -0.783

Results for C=Cc1c(C)c2cc3[nH]c(cc4nc(cc5nc(cc1[nH]2)C(C)=C5CCC(=O)O)C(CCC(=O)O)=C4C)c(C)c3C=C ?
Cav32 inh: 0.583

Results for Cc1cccc(-n2ccnc2SCC(=O)Nc2nnc(C)s2)c1 ?
Cav32 inh: 0.0906

What do the screens show for `O=S1(=O)CCN2C(c3ccco3)=CSC2=N1`?
Cav32 inh: 0.577

How did O=C(C1CCN(c2nnc(-n3cccc3)s2)CC1)N1CCN(Cc2ccc3c(c2)OCO3)CC1 do in these assays?
Cav32 inh: -0.466

How did CCC1CCc2c(sc3nc(SCC(=O)NCc4ccco4)n(-c4ccccc4)c(=O)c23)C1 (stereo unspecified) do in these assays?
Cav32 inh: -1.3

How did Cc1occc1C(=O)n1cnc2ccccc21 do in these assays?
Cav32 inh: -0.0515

What do the screens show for `O=C(CN1CCN(C(=O)c2ccco2)CC1)Nc1c2c(nc3c1CCC3)CCCC2`?
Cav32 inh: 1.17

Results for CN(CCc1ccccn1)C(=O)c1nn2c(C(F)(F)F)cc(-c3ccco3)nc2c1Cl ?
Cav32 inh: 0.661

Results for CCN(CC)CCNC(=O)CCCCCn1c(=O)[nH]c2cc(C(=O)OC)ccc2c1=O ?
Cav32 inh: 1.04

Results for COc1ccc(NC(=O)CCCn2c(=O)[nH]c3ccccc3c2=O)cc1 ?
Cav32 inh: 0.883

Results for O=C(CCNS(=O)(=O)c1ccc(Br)s1)N1CCN(c2ccccc2)CC1 ?
Cav32 inh: -5.5*

What do the screens show for `C=CCN1CC(c2nc3ccccc3n2Cc2cccc3ccccc23)CC1=O` (stereo unspecified)?
Cav32 inh: -3.64

What do the screens show for `CCCCN1C(=O)C2C(C(=O)Nc3cccc(OC)c3)C3C=CC2(O3)C1C(=O)NC1CCCCC1C` (stereo unspecified)?
Cav32 inh: 0.0755

How did CCOCCCNCc1ccc(OC)c(OC)c1 do in these assays?
Cav32 inh: 1.63

What do the screens show for `CCOC(=O)Cc1c(C)nc2cc(C)nn2c1C`?
Cav32 inh: 0.478

Results for O=C1Nc2c(c(=O)[nH]c(=O)n2-c2ccccc2)C1(Nc1ncccn1)C(F)(F)F (stereo unspecified) ?
Cav32 inh: -0.0255

What do the screens show for `Cc1cc(N2CCN(C(=O)c3ccco3)CC2)nc(-c2ccccc2)n1`?
Cav32 inh: 1.34

How did Cc1cc(S(=O)(=O)NCc2cccnc2)ccc1-n1cnnn1 do in these assays?
Cav32 inh: 0.253

What do the screens show for `CCCCS(=O)(=O)Nc1ccc(C(=O)NCC2CCCO2)cc1` (stereo unspecified)?
Cav32 inh: 0.287

Results for Cc1onc(-c2ccccc2Cl)c1C(=O)NCc1cccnc1 ?
Cav32 inh: 0.107

Results for COc1ccccc1C1C(C(N)=O)=C(C)Nc2nc(-c3ccc(Cl)cc3)nn21 (stereo unspecified) ?
Cav32 inh: -0.0315

How did O=C(c1ccncc1)N1C2C=CC(C2)C1(C(F)(F)F)C(F)(F)F (stereo unspecified) do in these assays?
Cav32 inh: -0.00364

Results for C[N+]1(CCOc2ccc([N+](=O)[O-])cc2)CCOCC1 ?
Cav32 inh: -0.145

What do the screens show for `C1CCN(c2nc3nonc3nc2N2CCCCC2)CC1`?
Cav32 inh: -0.401

Results for CCOC(=O)NC(=O)COC(=O)Cc1cc(OC)c(OC)c(OC)c1 ?
Cav32 inh: -0.0466

What do the screens show for `CN1CCN(C(=S)NC(=O)/C=C/c2cccc3ccccc23)CC1`?
Cav32 inh: -0.0209

Results for COc1ccc(S(=O)(=O)NCc2ccc3c(c2)OCO3)cc1C ?
Cav32 inh: -1.91

What do the screens show for `Cc1cc(C)cc(C(=O)N(NC(=O)Nc2ccc(Cl)cc2)C(C)(C)C)c1`?
Cav32 inh: -0.0314

Results for Cc1cc(N(CN2CCCC2=O)C(=O)c2ccc(F)cc2)no1 ?
Cav32 inh: 1.24

How did CC(C)=CC(=O)Nc1nnc(C(C)C)s1 do in these assays?
Cav32 inh: -1.29

How did Cc1c(-c2ccco2)[n+](=O)c2c(n1[O-])CCCCC2 do in these assays?
Cav32 inh: 0.223

How did COc1ccccc1NC(=O)CCNC(=O)Cn1ccc2ccccc2c1=O do in these assays?
Cav32 inh: 0.455

What do the screens show for `O=c1cc(CSc2ccccn2)c2ccccc2[nH]1`?
Cav32 inh: 0.522

What do the screens show for `FC(F)(F)c1cnc(Oc2ccccc2-c2nnco2)c(Cl)c1`?
Cav32 inh: -0.547

How did Cc1cc(N(CN2CCCC2=O)C(=O)c2ccccc2)no1 do in these assays?
Cav32 inh: 0.458

How did O=C(COC(=O)c1ccc(O)cc1)Nc1ccc(N2CCCCC2)cc1 do in these assays?
Cav32 inh: -0.851

Reprinted from the part before: 3 entries, followed by the next part.
What do the screens show for `FC(F)(F)c1cnc(Oc2ccccc2-c2nnco2)c(Cl)c1`?
Cav32 inh: -0.547

How did Cc1cc(N(CN2CCCC2=O)C(=O)c2ccccc2)no1 do in these assays?
Cav32 inh: 0.458

How did O=C(COC(=O)c1ccc(O)cc1)Nc1ccc(N2CCCCC2)cc1 do in these assays?
Cav32 inh: -0.851

How did CCOc1ccc(N/C=C\C(=O)c2ccc3c(c2)OCO3)cc1 do in these assays?
Cav32 inh: -0.432

Results for Cn1c(SCc2cccc(C(F)(F)F)c2)nnc1-c1ccco1 ?
Cav32 inh: 0.896

How did COc1ccc(NC(=O)C2CCCN(S(=O)(=O)c3cccc4cccnc34)C2)c(OC)c1 (stereo unspecified) do in these assays?
Cav32 inh: 0.552

Results for CC(C)CN(C(=O)CSc1nnc2ccccn12)c1c(N)n(CC(C)C)c(=O)[nH]c1=O ?
Cav32 inh: -0.752

Results for CC1CCCN(CCC(=O)c2ccc(Br)cc2)C1 (stereo unspecified) ?
Cav32 inh: 1.09

Results for CCCn1c(SCC(=O)Nc2nc3ccccc3s2)nc2c1c(=O)n(C)c(=O)n2C ?
Cav32 inh: 1.1

Results for NC(=O)CSc1ccc(Br)cc1 ?
Cav32 inh: -0.581

How did CN(C)CCOCCP(=O)(c1ccccc1)c1ccccc1 do in these assays?
Cav32 inh: -0.372

Results for CC(=O)N1CCN=C1SCc1ccc(Cl)cc1 ?
Cav32 inh: 0.219

What do the screens show for `Cn1c(=O)c2c(nc(NCCNC(=O)c3ccco3)n2Cc2ccccc2Cl)n(C)c1=O`?
Cav32 inh: 0.184

How did CSc1nc(=O)n2cccc(C)c2n1 do in these assays?
Cav32 inh: 1.86

Results for C/C(=N/OC(=O)c1ccc(C)cc1)c1cccs1 ?
Cav32 inh: -1.28

What do the screens show for `Cc1cccc2cc(-c3nc4c(C)cccn4c3NCc3ccco3)c(=O)[nH]c12`?
Cav32 inh: -2.15

These rows are one share of the data, so the mix of outcomes need not match the whole.
